# mABHD4 FP: ABHD4 (mouse) inhibition, primary FP screen; Q8VD66; actives 0.54% (n = 370,000); purified mABHD4, FP-Rh probe fluorescence polarization; inhibition, % at 8.92 µM;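 active = inhibition exceeding the mean over every tested compound plus 3 SD, cut at about 30% in these data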;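 also: 0% = plate median of compound wells and 100% = S159A mutant with DMSO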
#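 Material: mouse ABHD4 enzyme, wild type; Benchmarks: S159A mutant high control, sample median low control; Buffer or medium: HEPES pH 7.0, NaCl, Pluronic buffer; Signal: fluorescence polarization; Read-out: percent inhibition of probe binding, normalized to plate controls; Timing: pre-incubation 45 min, probe exposure 60 min, at 25 °C; Dosing: 8.92 µM, single dose.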
# HTRA1 inh: inhibitors of human serine peptidase HTRA1 | AID 504803 | inhibition, % at 5.96 µM | recombinant HTRA1, FP-rhodamine activity-based probe, fluorescence polarization | actives 0.5% (n = 340,000) | Q92743; in the data active = inhibition above about 36%;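 also: 0% = enzyme with DMSO and 100% = wells lacking enzyme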
# MBD2 DNA inh: inhibitors of human MBD2 binding to methylated oligonucleotide | TR-FRET | Q9UBB5 | actives 0.31% (n = 370,000) | AID 686964 | inhibition, % at 4.4 µM; in the data active = inhibition above about 13%
# TCR CD3 inh: inhibitors of human TCR-CD3 interaction; TAMRA-labeled TCR probe fluorescence, biochemical; inhibition, % at 9.4 µM; actives 0.37% (n = 360,000); AID 651800; in the data active = inhibition above about 19%;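 also: recombinant mutant TCR 2C K166C tagged with TAMRA read by polarization; 0% = receptor in buffer alone and 100% = receptor with positive control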
# GC-B act: GC-B (human) receptor activation; actives 0.11% (n = 370,000); HEK293-GC-B cells, CNP EC30, cGMP TR-FRET; 0% at EC30 CNP, 100% saturating CNP; AID 1920062; P20594; activation, % at 10 µM;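 active = activation at 10 µM reaching about 35% in either raw or pattern-adjusted values, limit read from the data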
# NPR1 activator: GC-A (human) enzyme activation; AID 1671463; HEK293 GC-A cells, cGMP TR-FRET, EC30 ANP; 0% at EC30 ANP, 100% saturating ANP; activation, % at 10 µM; actives 0.14% (n = 370,000); in the data active = activation above about 40%
# rCAG binder: molecules binding r(CAG) RNA repeats; actives 1.3% (n = 370,000); inhibition, % at 3 µM; AID 651821; r(CAG) RNA repeat, TO-PRO-1 dye displacement fluorescence;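 active = inhibition above the plate cutoff, the mean of all test compounds on that plate plus 3 SD, cut at about 35% in these data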;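 also: 0% = DMSO alone and 100% = 100 µM mitoxantrone as full dye displacement; higher means more dye released from RNA so lower well fluorescence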
# SIAE inh: human SIAE inhibition, primary screen; actives 0.69% (n = 370,000); SIAE FP-Rh probe binding, fluorescence polarization; inhibition, % at 9.66 µM; Q9HAT2;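 active = inhibition above a cutoff: mean of compounds within the control limits plus 3 SD of those, cut at about 17% in these data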;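 also: 0% = plate median of compound wells and 100% = probe without SIAE protein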
# UHRF1 MBD2 ctr: UHRF1 methyl-DNA binding inhibition. Q96T88. actives 0.75% (n = 370,000). inhibition, % at 4.4 µM. UHRF1 binding to methylated oligo, TR-FRET; in the data active = inhibition above about 21%;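 also: UHRF1 SRA domain binding a hemimethylated CpG hairpin DNA probe; 0% = median of test compound wells and 100% = reference inhibitor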
# Target sequence (Q96T88 whole entry, looked up, the tested form may be a part): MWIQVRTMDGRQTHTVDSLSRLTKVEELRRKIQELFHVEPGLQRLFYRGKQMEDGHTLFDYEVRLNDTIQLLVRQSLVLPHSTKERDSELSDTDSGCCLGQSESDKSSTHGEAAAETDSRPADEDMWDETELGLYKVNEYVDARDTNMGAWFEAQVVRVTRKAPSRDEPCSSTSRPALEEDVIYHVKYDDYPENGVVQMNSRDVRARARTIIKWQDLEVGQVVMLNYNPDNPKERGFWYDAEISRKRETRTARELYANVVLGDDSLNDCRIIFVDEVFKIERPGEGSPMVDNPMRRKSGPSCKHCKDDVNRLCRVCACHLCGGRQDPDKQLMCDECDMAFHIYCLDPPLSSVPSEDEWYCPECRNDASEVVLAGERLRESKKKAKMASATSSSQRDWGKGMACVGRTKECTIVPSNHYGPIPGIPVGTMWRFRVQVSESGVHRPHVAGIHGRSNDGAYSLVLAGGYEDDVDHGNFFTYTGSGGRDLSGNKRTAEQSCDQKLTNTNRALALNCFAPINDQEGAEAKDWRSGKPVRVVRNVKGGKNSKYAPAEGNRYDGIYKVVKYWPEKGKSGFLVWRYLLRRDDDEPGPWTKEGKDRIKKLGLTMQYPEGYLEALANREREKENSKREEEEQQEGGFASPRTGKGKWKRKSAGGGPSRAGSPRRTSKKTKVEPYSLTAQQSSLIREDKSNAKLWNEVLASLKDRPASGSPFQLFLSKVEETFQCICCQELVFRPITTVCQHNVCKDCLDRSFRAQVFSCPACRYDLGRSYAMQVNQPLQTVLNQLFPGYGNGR
# PRMT1 FP inh: PRMT1 (human) inhibition, primary screen | actives 1.3% (n = 370,000) | AID 652257 | recombinant PRMT1, activity-based probe fluorescence polarization | inhibition, % at 2.79 µM;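 active = inhibition above about 21% made by adding two undisclosed values, limit read from the data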
# * marks the source's active call; other numbers are inactive results; · = not tested or not shown. Not all compounds are listed (hit frequency here may not be typical).
SMILES,mABHD4 FP,HTRA1 inh,MBD2 DNA inh,TCR CD3 inh,GC-B act,NPR1 activator,rCAG binder,SIAE inh,UHRF1 MBD2 ctr,PRMT1 FP inh
Cc1cccc(N2CC(C(=O)Nc3ccc(S(=O)(=O)NCC4CCCO4)cc3)CC2=O)c1C (stereo not given),2,4,-1,1,3,1,3,3,1,5
COc1ccc(C2=NCCc3cc(OC)c(OC)cc32)cc1OC,1,0,3,3,7,14,-3,1,4,-1
COc1ccc(NC(=O)CC2(Cc3ccccc3)CCOC(C)(C)C2)cc1 (stereo not given),-3,-3,-2,10,3,3,-2,4,0,0
O=C(CN(Cc1ccco1)C(=O)Cn1nnc(-c2ccc(F)cc2)n1)NC1CCCC1,4,1,-3,-2,0,1,1,-5,2,2
CCC(C)NC(=O)C1CCN(C(=O)N(C)C)CC1 (stereo not given),-3,2,0,3,2,-7,-4,-1,8,0
O=C(CNC(=O)[C@@H]1Cc2ccccc2CN1)NC1CCCC1,7,-2,-3,3,-3,0,1,-4,-1,1
CC(OC(=O)CCC(=O)c1ccccc1)C(=O)Nc1ccc(F)cc1 (stereo not given),-7,2,-1,8,-4,1,-2,0,-4,2
COc1ccc(C(=O)Nc2ccc3oc(-c4cccc(F)c4)nc3c2)cc1OC,-3,-1,3,5,2,5,2,1,-2,0
NNC(=O)c1[nH]c2ccc(Cl)cc2c1-c1ccccc1,-3,-10,-4,5,-4,-14,5,-6,0,-2
COc1cc(C(=O)NNC(=O)c2ccc(NC(C)=O)cc2)cc(OC)c1OC,-2,·,2,4,3,0,-3,-3,0,-2
CCOc1ccc(/C=C(\C#N)C(=O)NC2CC2)c(OCC)c1,-7,-2,5,-3,-2,1,-4,7,2,1
CCN(CC)Cc1c(C(=O)N/N=C/c2c(Cl)cccc2Cl)nnn1-c1nonc1N,-2,-1,-4,1,3,0,3,0,-1,-6

# Brought forward from above: 6 entries, then new ones.
SMILES,mABHD4 FP,HTRA1 inh,MBD2 DNA inh,TCR CD3 inh,GC-B act,NPR1 activator,rCAG binder,SIAE inh,UHRF1 MBD2 ctr,PRMT1 FP inh
CC(OC(=O)CCC(=O)c1ccccc1)C(=O)Nc1ccc(F)cc1 (stereo not given),-7,2,-1,8,-4,1,-2,0,-4,2
COc1ccc(C(=O)Nc2ccc3oc(-c4cccc(F)c4)nc3c2)cc1OC,-3,-1,3,5,2,5,2,1,-2,0
NNC(=O)c1[nH]c2ccc(Cl)cc2c1-c1ccccc1,-3,-10,-4,5,-4,-14,5,-6,0,-2
COc1cc(C(=O)NNC(=O)c2ccc(NC(C)=O)cc2)cc(OC)c1OC,-2,·,2,4,3,0,-3,-3,0,-2
CCOc1ccc(/C=C(\C#N)C(=O)NC2CC2)c(OCC)c1,-7,-2,5,-3,-2,1,-4,7,2,1
CCN(CC)Cc1c(C(=O)N/N=C/c2c(Cl)cccc2Cl)nnn1-c1nonc1N,-2,-1,-4,1,3,0,3,0,-1,-6
O=C(C1CCCO1)N1CCN(C(=S)Nc2ccccc2)CC1 (stereo not given),-5,2,-4,4,4,3,0,0,0,0
Cc1ccc(C)c2c1c1ccccc1n2C,-6,-1,2,3,2,-7,1,0,4,1
O=C(O)CC(NCc1ccco1)C(=O)Nc1cccc(O)c1 (stereo not given),-3,5,2,2,1,0,2,6,9,-2
CC=CC1OCC(CC)C(CCC)O1 (stereo not given),0,8,-2,-2,0,-5,3,2,5,1
NNC(=O)CSCc1nc(-c2ccccc2)cs1,-4,-25,0,3,8,4,-1,0,0,-5
Cc1ccc(Oc2c(C(N)=O)cc([N+](=O)[O-])cc2[N+](=O)[O-])cc1,5,1,-2,4,14,17,1,6,0,6
CC(C)[C@H](NC(=O)c1ccccc1)C(=O)Nc1ccc2c(c1)OCO2,3,12,4,1,-1,-5,1,7,-1,-5
COc1cc(/C=C/C(=O)c2ccc3c(c2)OCO3)cc(Cl)c1O,-13,2,-4,-12,0,-2,14,-35,-5,-8
CCCCc1c(-c2cccc(Cl)c2)ncn1CCc1ccccc1OC,-2,·,1,-1,-10,-13,-1,-8,-3,-2
Cc1ccc2oc(=O)c3cc(C(=O)NCc4ccco4)sc3c2c1,0,-11,0,-2,2,8,7,-11,-2,4
COCCCNC(=O)Cn1nc(-c2ccccc2OC)ccc1=O,-7,4,4,-9,-1,1,4,-3,7,0
Cc1cccc(C(=O)NCCc2n[nH]c(=S)n2C)c1,1,-1,1,-4,1,-2,-1,0,1,1
CCNC(=O)C1CCCN1S(=O)(=O)c1ccc(OC)cc1 (stereo not given),11,3,-5,-1,2,-1,1,1,-2,0
CCNC(=O)OCc1cn(-c2ccc(Cl)cc2)nn1,2,-3,2,-3,4,-5,0,0,-1,-3
COc1ccc(C(=O)C2CCCN(C(=O)CSC)C2)cc1OC (stereo not given),3,-1,-3,-5,6,4,-2,0,4,1
CC(=O)Nc1ccc(C=NNc2ccc([N+](=O)[O-])cn2)cc1,5,-3,-4,6,-11,-3,2,-5,7,2
Cc1ccc(-n2ncc(C(=O)Nc3cc(Cl)cc(Cl)c3)c2C2CCNCC2)cc1C,19,-24,-7,0,-8,-20,10,-1,-1,-1
CC(C)(C)c1cc[n+](/C(C(=S)NC2CC2)=C(/[O-])c2ccc(Cl)s2)cc1,4,3,0,4,3,3,0,6,-4,8
COc1ccc(OC)c(N(CC(=O)Nc2ccccc2F)S(=O)(=O)c2ccccc2)c1,0,1,4,-10,-7,-9,-6,-8,13,6
O=c1cc(CN2CCN(c3ccccc3)CC2)c2c(ccc3ccccc32)o1,0,-12,-2,1,-5,-6,0,3,0,1
Cc1cc(C)n2nc(C(=O)NCCc3ccccc3)nc2n1,4,-3,3,-7,6,0,1,1,2,3
Cn1ccn(CCCCCCn2ccn(C)c2=S)c1=S,6,6,2,3,0,2,1,5,-1,0
CCOc1ccccc1C(=O)NN1CCOCC1,-3,4,-2,1,-8,-1,1,10,-2,-1
O=C(Nc1cccc2cccnc12)c1cc(F)c(F)cc1Cl,-2,-9,-3,2,-2,9,1,-3,-1,-3
CCOC(=O)C1CCN(S(=O)(=O)Cc2ccccc2)CC1,5,1,0,-3,2,1,-4,0,2,0
COc1cccc(NC(=O)CSc2nc3c(c(-c4ccco4)c2C#N)CCCC3)c1,-4,-9,1,-5,-7,5,5,5,-1,0
CC(=O)OC1CCC2(C)C(CCC3C4CC=C(C(C)=O)C4(C)OC(=O)CC32)C1 (stereo not given),-3,1,8,-6,2,9,0,-8,2,10
Cn1c(/C(C#N)=C(\O)c2ccc(Br)s2)nc2ccccc21,4,2,1,5,-20,-87,1,1,0,-1
COc1ccc(CN2C(=O)c3cccnc3C2Nc2ccc(C)cc2)cc1 (stereo not given),3,-12,5,-3,0,2,0,-4,2,0
CNC(=O)N(O)C1N(/N=C/c2ccccc2O)C(=S)SC1(C)C (stereo not given),-14,6,6,-7,-2,-1,1,-1,1,7
COc1cccc(NC(=O)NCc2ccccc2Cl)c1,-5,-6,-5,9,1,-1,0,-1,1,3
CC(OC(=O)c1ccc2c(=O)n3c(nc2c1)CCCCC3)C(N)=O (stereo not given),2,8,3,-2,1,2,1,-4,-1,1
COc1cccc2sc(N3CCN(C(=O)C4COc5ccccc5O4)CC3)nc12 (stereo not given),-8,-1,0,-3,1,3,-3,-1,2,0
COC(=O)[C@H](Cc1ccccc1)NC(=O)[C@H]1O[C@@H](n2cnc3c(=O)[nH]c(N)nc32)[C@H](O)[C@@H]1O,1,·,3,3,5,3,2,-1,2,2
COc1ccc(C2NC(=S)NC3=C2N2CCC3CC2)cc1 (stereo not given),3,-3,3,-5,7,7,-3,0,0,-1
O=C(COC(=O)c1cccc(Cl)c1)NCc1ccccc1,0,7,1,4,-9,4,0,-6,-1,2
COc1ccccc1CNS(=O)(=O)c1ccc2c(c1)NC(=O)CO2,0,1,-2,0,1,-1,0,7,1,-6
O=C(Nc1ccc2oc(=O)ccc2c1)c1cc([N+](=O)[O-])ccc1N1CCOCC1,-1,2,4,3,-2,-6,1,-3,4,2
O=C(NN1CCOCC1)c1cc(-c2ccncc2)nc2ccccc12,4,2,-7,4,-4,4,1,-2,-1,1
O=C(Nc1ccccc1Cl)NC1(C(=O)NCc2ccncc2)CCCCC1,2,2,7,-4,2,-1,1,9,2,3
CCOc1ccc(S(=O)(=O)c2cn(C)c3cc(OC)c(OC)cc3c2=O)cc1,-6,-3,8,-7,-3,0,-1,6,6,2
Cc1cc([N+](=O)[O-])nn1CC(=O)NCc1ccccc1,-10,-3,7,-7,4,-1,-2,0,2,-2
Cc1ccc(S(=O)(=O)NC(=O)Nc2nc(-c3ccc(F)c(F)c3)cs2)cc1,-8,1,-1,-3,-5,0,16,4,3,-6
N#CC(CC(=O)c1ccc(Cl)cc1)c1ccccc1 (stereo not given),-7,-4,6,-2,-2,-13,3,-1,3,-1
COc1ccccc1NC(=O)Nc1ccnn1C1CCN(C(=O)c2ccccn2)CC1,12,-2,4,4,1,2,-4,-3,-1,0
Cc1nc(N2CCN(c3ccc(Cl)cc3)CC2)[nH]c(=O)c1C,-3,-1,-3,6,-8,-8,0,13,2,-1
Nc1cccc2c1nnn2C1OC(CO)C(O)C(O)C1O (stereo not given),2,7,0,7,-3,-1,1,-2,-1,1
CCC1CCc2sc(C(=O)NCC(c3ccc(OC)cc3)N3CCCC3)cc2C1 (stereo not given),6,-16,3,-2,-5,-8,-3,0,1,-7
Cc1ccccc1C(=O)NC1CCN(C(=O)N2CCOCC2)CC1,5,2,1,10,8,5,2,13,-3,-2
COc1ccccc1NC(=O)CSc1nc(N)c(C#N)cc1C#N,-5,·,-1,-3,-1,-6,4,-13,0,-3
COc1ccc(C)cc1S(=O)(=O)N(C)CC(N)=O,0,3,-6,1,4,1,-2,-5,-2,-5
Cc1ccccc1SCC(=O)Nc1cccc(C#N)c1,-8,-13,3,-3,1,0,4,14,1,2
CC(=O)Nc1ccc(OCC(=O)c2ccc(C)cc2C)cc1,5,1,0,9,1,0,2,12,-1,-1
CCOc1ccc(CCNC(=O)C2CCN(S(=O)(=O)c3ccc(C)cc3)CC2)cc1OCC,1,-9,-2,3,4,1,-4,-7,-1,3
CC(C)(C)n1nc(C2CC2)c(Br)c1NC(=O)c1ccccc1F,-9,·,-5,0,-1,-2,3,8,0,-5
COc1ccc(S(=O)(=O)NCC2CCCN(Cc3cccnc3)C2)cc1 (stereo not given),0,5,1,0,0,3,-1,4,-2,0
O=C(N/N=C/C1CC=CCC1)c1cc2ccccc2cc1O (stereo not given),19,40*,-1,1,4,5,32,19*,-2,0
CCC[C@@H](/C=C/C(=O)OC(C)(C)C)Sc1ccccc1OC,3,·,2,·,-11,-4,2,-4,-1,2
O=C(CC(c1ccccc1)c1ccco1)N1CCOCC1 (stereo not given),-7,6,-2,1,-14,-12,0,0,5,3
COc1ccc(C(=O)COC(=O)Cn2cnc3c2c(=O)n(C)c(=O)n3C)c(OC)c1,4,-1,-1,1,-2,-2,-5,7,-2,1
CCSc1nnc([C@H](Cc2c[nH]c3ccccc23)NC(=O)OC(C)(C)C)o1,-2,-7,-2,-5,1,-3,-9,10,-2,0
Cc1cc(C)n(CC(=O)Nc2ccccc2)n1,6,-5,2,0,-5,1,-3,-3,1,1
